# ST2 inh: inhibitors of human ST2 (IL1RL1) binding to IL-33, primary screen, biochemical, AlphaLISA; AlphaLISA ST2-Fc/biotin-IL-33 interaction, 1 h; inhibition, % for hits at 17 µM; actives 2.3% (n = 78,000); AID 1259354, 2018; in the data active = inhibition above about 30%; inconclusive = mostly about 10% to 28%
# Target sequence (Q01638 whole entry, looked up): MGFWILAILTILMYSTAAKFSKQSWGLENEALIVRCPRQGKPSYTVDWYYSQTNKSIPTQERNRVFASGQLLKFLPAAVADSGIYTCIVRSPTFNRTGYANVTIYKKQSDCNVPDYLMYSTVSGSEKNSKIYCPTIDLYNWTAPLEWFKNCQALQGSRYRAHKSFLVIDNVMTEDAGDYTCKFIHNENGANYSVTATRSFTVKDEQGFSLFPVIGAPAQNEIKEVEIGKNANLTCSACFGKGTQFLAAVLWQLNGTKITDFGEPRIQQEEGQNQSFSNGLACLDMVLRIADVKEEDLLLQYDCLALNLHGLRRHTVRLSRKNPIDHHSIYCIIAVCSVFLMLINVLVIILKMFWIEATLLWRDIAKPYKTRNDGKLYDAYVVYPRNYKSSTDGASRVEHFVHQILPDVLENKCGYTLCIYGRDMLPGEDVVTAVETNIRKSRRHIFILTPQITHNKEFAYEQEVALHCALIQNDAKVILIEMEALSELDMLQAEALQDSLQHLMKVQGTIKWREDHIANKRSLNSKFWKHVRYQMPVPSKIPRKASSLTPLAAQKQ
# Active calls of the source: *; i = inactive; ? = inconclusive. Some of the compounds tested, so the mix of outcomes need not match the whole.
SMILES,ST2 inh
COCCNC(=O)c1ccc2c(c1)N(C)C(CC(=O)N1CC=CCC1)CO2 (centres undefined),?
COc1ccc(-c2cc(-c3ccccc3)nc(SCC(N)=O)c2C#N)cc1,i
c1cn2c3c(n1)CCCc3c1cc(C3CCCCC3)ccc12,?
CC(C)NC(=O)c1ccnc(-c2ccc3c(c2)OCCO3)c1,i
CC1=C(C(=O)Nc2ccccc2)C(c2ccc(F)cc2)n2c(s/c(=C\c3ccc(C)o3)c2=O)=N1 (centres undefined),?
COC(=O)c1c(C)nc2n(Cc3ccc(Cl)cc3)c3ccccc3n12,i
Clc1ccc(Cn2nnc3ccccc32)c(Cl)c1,i
Cc1ccc(Cl)cc1NC(=O)CN1CCN(Cc2ccccc2Cl)S1(=O)=O,i
Cc1cccc(NC(=O)CSc2c3c(nc4ccccc24)CCC3)n1,?
N#CCCN1c2ccccc2Sc2ccc(Cl)cc21,?
CCCCCOc1ccc(/C=c2\sc3nc(=O)c(C)nn3c2=O)cc1OC,i
Cn1c(=O)c2c(nc(NCc3ccc4c(c3)OCO4)n2Cc2cccc(Cl)c2)n(C)c1=O,?
Cc1ccc(C(=O)NCC2CCN(C)C2)cc1-n1cccc1 (centres undefined),?
O=C(O)CCC(=O)Nc1ccc(Br)c2cccnc12,i
CN(C)S(=O)(=O)N1CCC(Oc2ccc(C(=O)NCCc3ccncc3)cc2)CC1,?
O=c1c(Cc2cc([N+](=O)[O-])ccc2O)c(O)nc2n1CCCS2,i
CSc1nc(N)nc(SCc2c(F)cccc2Cl)c1C#N,?
O=C(c1cccs1)N1CCN(c2ccc(F)cc2)CC1,i
Cc1c(Cl)cccc1NC(=O)c1noc2c1CCC2,i
CCC(CC)C(=O)Nc1cccc(OCc2cc(=O)n3cc(Cl)ccc3n2)c1,i
CS(=O)(=O)Nc1cccc2cccnc12,i
FC(F)(F)c1cc(-c2cccs2)nc(N2CCOCC2)n1,i
CCCn1c(N2CCOCC2)nc2c1c(=O)[nH]c(=O)n2C,i
COc1ccc(OC)c(C2N(c3ccccn3)C(=O)C3CCCN32)c1 (centres undefined),i
Cc1cnc(C)c(-c2ccc3c(c2)CC(CNC(=O)C2(c4ccc(Cl)cc4)CC2)O3)n1 (centres undefined),i
O=C(NC1CCCCC1)c1ccc([N+](=O)[O-])o1,?
O=[N+]([O-])c1ccc2nc(CSc3nccs3)[nH]c2c1,?
Cc1[nH]c2ccccc2c(=O)c1CN1CCC(C)CC1,i
Cc1ccccc1CN1CCN(CC(=O)Nc2ccc(F)cc2)S1(=O)=O,i
CCc1ccc(C2=C(C)C(=O)N(CC(=O)NCc3ccc(OC)cc3OC)S2(=O)=O)cc1,?

# 3 entries from above, with bars between the fields.
mol | ST2 inh
CCC(CC)C(=O)Nc1cccc(OCc2cc(=O)n3cc(Cl)ccc3n2)c1 | i
CS(=O)(=O)Nc1cccc2cccnc12 | i
FC(F)(F)c1cc(-c2cccs2)nc(N2CCOCC2)n1 | i

# An excerpt from the list above, as a working copy:
SMILES,ST2 inh
O=c1c(Cc2cc([N+](=O)[O-])ccc2O)c(O)nc2n1CCCS2,i
CSc1nc(N)nc(SCc2c(F)cccc2Cl)c1C#N,?
O=C(c1cccs1)N1CCN(c2ccc(F)cc2)CC1,i
Cc1c(Cl)cccc1NC(=O)c1noc2c1CCC2,i
CCC(CC)C(=O)Nc1cccc(OCc2cc(=O)n3cc(Cl)ccc3n2)c1,i
CS(=O)(=O)Nc1cccc2cccnc12,i

# Carrying on:
SMILES,ST2 inh
CC1CCN(C2CC(=O)N(c3ccccc3)C2=O)CC1 (centres undefined),i
COc1ccccc1-n1c(SCc2ccc([N+](=O)[O-])cc2)nc2c(c1=O)SCC2,?
CCN(CC)CCCNC(=O)C1(O)c2ccccc2NC(=O)N1c1ccc(Cl)c(Cl)c1 (centres undefined),i
CC1=C(C(=O)Nc2ccc(C)cc2C)C(c2ccc(N(C)C)cc2)n2nnnc2N1 (centres undefined),i
CN(CCc1ccccc1)C1(C(=O)NCC2CCCOC2)Cc2ccccc2C1 (centres undefined),i
COc1ccccc1-n1c(CNC(=O)c2ccco2)nnc1SCC(=O)Nc1cccc(C)c1,i
CCOCCCN1CC(C(=O)NC2CCCCC2)CC1=O (centres undefined),i
CN(C)Cc1nnc(C(=O)N2C[C@H]3CC=CC[C@H]3C2)o1,i
O=C(NCCN1CCCC1)C1CCC(=O)N1Cc1ccccc1Cl (centres undefined),?
CN1C(=O)S/C(=C/c2ccccc2OCc2ccc(C(=O)O)cc2)C1=O,i
O=[N+]([O-])c1ccc(-n2ccc3ccccc32)cc1,32.0%*
Cc1[nH]c2ccccc2c(=O)c1CN1CCCCC1C (centres undefined),i
Cc1ccccc1-c1ncc(CNC2C=CS(=O)(=O)C2)s1 (centres undefined),?
CC(C)(C)c1ccnc(N[C@H]2CO[C@H]3[C@@H]2OC[C@@H]3NC(=S)Nc2ccccc2)n1,i
CC1CCN(C(=O)c2cc3ccccn3n2)CC1,i
CN(C)c1ccc(C(=O)Nc2ccc(-c3nc4ccccc4o3)cc2)cc1,?
O=C(CCc1cccs1)NC1CCCc2c1cnn2-c1ccccn1 (centres undefined),i
COc1ccc(CN2CCC(N3CCCCCC3)CC2)c(OC)c1,i
COc1ccc(/C=C2\N=C(c3ccc(Cl)cc3Cl)OC2=O)cc1,?
C[C@H](O)Cn1cnc(-c2ccccc2)c1-c1ccc(Cn2cccn2)cc1,i
O=C(O)C1C2C=CC(C2)C1C(=O)Nc1cc(Cl)ccc1Cl (centres undefined),i
Cc1ccc(C)c(NS(=O)(=O)c2ccc(NS(=O)(=O)c3ccc(F)cc3)cc2)c1,i
CCn1ccnc1CN1CCC(C2(c3ccccn3)NC(=O)NC2=O)CC1 (centres undefined),?
O=S(=O)(NCc1nc2cccnc2n1Cc1ccc(F)cc1)c1ccc2c(c1)CCCC2,i
CN1CCc2c(sc3c2C(=O)NC(c2cccc(Cl)c2Cl)N3)C1 (centres undefined),i
Cc1ccc(NC(=O)CNCc2noc(-c3ccc4c(c3)OCO4)n2)c(C)c1,i
O=C(Nc1ccccc1)Oc1cccc(Br)c1,i
OC1(/C=C/C2(O)CCCCC2)CCCCC1,i
COCCNC(=O)c1ccc([N+](=O)[O-])cc1,i
Cc1cc(NC(=O)C2CCCC2)nc2c1c(=O)oc1ccccc12,i

# 4 of these compounds, reformatted:
SMILES | ST2 inh
Cc1ccc(NC(=O)CNCc2noc(-c3ccc4c(c3)OCO4)n2)c(C)c1 | i
OC1(/C=C/C2(O)CCCCC2)CCCCC1 | i
COc1ccc(/C=C2\N=C(c3ccc(Cl)cc3Cl)OC2=O)cc1 | ?
O=C(O)C1C2C=CC(C2)C1C(=O)Nc1cc(Cl)ccc1Cl (centres undefined) | i

# Two compounds picked at random from those above, as already listed:
SMILES,ST2 inh
O=C(NC1CCCCC1)c1ccc([N+](=O)[O-])o1,?
O=[N+]([O-])c1ccc(-n2ccc3ccccc32)cc1,32.0%*

# Following part.
SMILES,ST2 inh
Cn1c(=O)c2nc3ccc(NC(=O)CCC(=O)O)cc3nc2n(C)c1=O,?
Cc1nc2cc(Cl)ccc2n1Cc1ccccc1,i
O=S(=O)(c1ccccc1)C1c2ccccc2Oc2ccc(Cl)cc21 (centres undefined),i
Cc1ccccc1-n1cc(C(=O)O)c2ccccc2c1=O,i
COCC(=O)N1CCN(C(=O)c2cccs2)[C@@H](C(=O)OC)C1,i
COc1cccc(COC2CN(Cc3ccccn3)C(=O)CN(C(=O)c3ccc(C)s3)C2)c1 (centres undefined),?
Cc1ccc(NC(=O)CN2C(=O)C3CCCCN3c3ccc(S(=O)(=O)N4CCCCC4)cc32)cc1 (centres undefined),i
CC(=O)c1cc(C#N)c(SCc2c(F)cccc2Cl)nc1C,i
COc1ccc(-c2cc(=O)c3ccccc3o2)cc1,i
Fc1ccc(-c2[nH]ncc2CNC(Cn2ccnc2)c2ccccc2)cc1 (centres undefined),i
CC(C(=O)O)c1n[nH]c(=O)c2ccccc12 (centres undefined),?
Cc1ccc(-c2nnc([C@H]3CCN(C(=O)Nc4ccc(F)cc4)C3)o2)cc1,?
CCC(NCc1cnc(-c2ccc3ccccc3c2)nc1)c1nc(C)no1 (centres undefined),i
O=C(Nc1ccccc1)N[C@H]1CO[C@H]2[C@@H]1OC[C@@H]2Nc1nccc(-c2cccc(F)c2)n1,i
Nc1nncn1C(=O)COc1ccc(Br)cc1Cl,?
Cc1cccc(-c2nc(NC(=O)N3CCc4c([nH]c5ccccc45)C3)n[nH]2)c1,i
CSc1nc(NCCNS(=O)(=O)c2ccc(Cl)cc2)nc(N(C)C)n1,?
COc1ccccc1-n1c(O)c(C=Nc2ccccc2C)c2ccccc2c1=O,?
O=[N+]([O-])c1ccc(-n2nnc3ccccc32)c([N+](=O)[O-])c1,?
COc1ccccc1NC(=O)Nc1ccc2n(c1=O)C[C@H]1C[C@@H]2CN(C(=O)Cc2cccs2)C1,?
COCCCNC(=O)CSc1nc2ccccc2c2nc3ccccc3n12,i
CCOc1ccccc1-n1c(SCC(=O)c2ccc3c(c2)OCCO3)nc(O)cc1=O,i
NS(=O)(=O)c1ccc(NC(=O)c2[nH]nc3c2COc2ccccc2-3)cc1,i
COc1cc(CN2CCN(C(=O)CC(C)C)CC2)cc(OC)c1OC,i
CCN(CC)CCCNS(=O)(=O)c1cc(Br)cc2c1N(C(=O)C1CC1)CC2,i
COCCNC(=O)c1nn(-c2ccc(OC)c(Cl)c2)c(=O)c2c1c1ccccc1n2C,i
O[C@H]1C[C@@H]2CN(Cc3ccc(C4CCCCO4)o3)C[C@@H]2C[C@@H]1O (some centres undefined),i
Cn1ccnc1SCCNc1nc2nonc2nc1N1CCSCC1,i
Cc1ccc(S(=O)(=O)CCC(N)=O)cc1C,i
O=C(CN1Cc2ccccc2OC(c2ccccc2F)C1)NCCc1ccccn1 (centres undefined),i
O=C1NC[C@@H](CCC(=O)N2CCc3ccccc32)N2C[C@@H](NCc3ccc(F)cc3)C[C@@H]12,i
O=C(Nc1ccccc1)C(=O)N1CCCC(c2[nH]ncc2Cc2ccccc2)C1 (centres undefined),i
C=C1C(=O)O[C@@H]2C/C(C)=C\C(=O)/C=C(\C)[C@@H](OC(=O)/C(C)=C\C)[C@H](O)[C@@H]12,?
CC(C)c1cc(C2CCCN2C(=O)CCc2cn3ccccc3n2)no1 (centres undefined),i
COc1ccc(NC(=O)c2ccc([N+](=O)[O-])c(C)c2)cc1,i
O=C(N[C@H]1CCN2C(=O)c3cc(-c4ccc(F)cc4F)ccc3NC(=O)[C@H]12)c1cccc(F)c1,i
CC1=C(C(=O)Nc2ccc(C)cn2)C(c2ccc([N+](=O)[O-])cc2)C2=C(CCCC2=O)N1 (centres undefined),i
COc1ccc(C2SCC(=O)N2c2cccc(C(=O)O)c2)cc1 (centres undefined),i
NC(=O)c1c(NC(=O)c2cc(=O)c3ccccc3o2)sc2c1CCCC2,i
Cc1ccsc1C1(C(=O)N2C[C@@H]3[C@H](C2)[C@H]2CC[C@@H]3O2)CC1(C)C (some centres undefined),?
CCOc1ccc(NC(=O)c2cccc(S(=O)(=O)N3CCCCCC3)c2)cc1,i
Cc1ccnc(NCCNCC(=O)Nc2cnccn2)c1,i
O=C(NCCN1CCCC1)c1ccc2c(c1)ncn2C1CCCCC1,i
COc1cc(/C=C2/SC(N3CCC(C)CC3)=NC2=O)cc(OC)c1OC,i
CCOc1c(N2CCCCC2C)c(=O)c1=O (centres undefined),i
O=C(CN1C(=O)CCC1=O)Nc1nc(-c2ccc(Br)cc2)cs1,i
Cc1ccc(-c2c(C#N)c(N)nc3c2CCCCC3)cc1,i
CC(C)OCCCNC(=O)CN1C(=O)/C(=C\c2ccc(Cl)cc2)Sc2ccccc21,?
CCOC(=O)N1CCN(C(=O)C(C)N(c2ccccc2)S(C)(=O)=O)CC1 (centres undefined),i
CCc1ccc(C2Nc3ccccc3NC3=C2C(=O)CC(c2cccs2)C3)cc1 (centres undefined),?
N#Cc1cccc(CN2C[C@H](O)C[C@H]2c2nc(-c3ccc(C(F)(F)F)cc3)no2)c1,i
O=C(Nc1ccccc1-c1nc2ccccc2s1)c1cccc([N+](=O)[O-])c1,?
Cc1nccn1CCC1CCCCN1C(=O)Cn1nnnc1CN1CCOCC1 (centres undefined),i
CN=C1S/C(=C/c2cc3c(cc2[N+](=O)[O-])OCO3)C(=O)N1C,?
COc1cc(C(c2ccc(C)o2)c2ccc(C)o2)c([N+](=O)[O-])cc1OC,36.0%*
CC[C@@]1(C(=O)O)C[C@H](C(=O)NCc2cccnc2)[C@H](c2ccc(OC)cc2)N1C,i
NC(=O)NC(=O)Nc1ccc(Cl)cc1,?
CN(C)c1ncc(-c2nccn2Cc2cccc(-n3cccn3)c2)cn1,i
CCOC(=O)CN1C(=O)CSc2ccccc21,i
COCc1cn(C2CCN(C(=O)NC3CCCC3)CC2)nn1,i
# More records follow:
SMILES,ST2 inh
COc1ccccc1Oc1ncccc1CNC(=O)CN1CCCC1=O,i
O=C(NCC1CCCO1)c1cccc(N2C(=O)C3CC=CCC3C2=O)c1 (centres undefined),i
Cc1ccc(C2C3C(=O)N(c4cccc(C)c4)C(=O)C3N3CCCN23)cc1 (centres undefined),?
O=C(C1CCN(S(=O)(=O)c2cccc3cccnc23)CC1)N1CCn2c1nc1ccccc12,i
COCCOC(=O)C1=C(C)NC2=C(C(=O)C(C(=O)OC)C(C)C2)C1c1ccccc1OC (centres undefined),i
CC(C)NC(=O)C1CCC(Cn2c(=O)c3sccc3n(CC(=O)NC3CCCCC3)c2=O)CC1 (centres undefined),?
CCS(=O)(=O)c1ncc(CN2CCN3CCCC3C2)n1CCCc1ccccc1 (centres undefined),?
Cc1csc(CN(C)C(=O)c2cc(Cn3c(C)nc4ccccc43)on2)n1,i
COc1cccc(/C=C2/SC(N3CCCC3)=NC2=O)c1OC,i
O=C(Nc1nc(-c2ccccn2)cs1)c1ccc(Oc2ccccc2)cc1,i
CC(=O)c1ccc(-c2ccc(C(C)=O)cc2)cc1,i
CCCOC(=O)N1CCC(c2nn(C)c(=O)n2Cc2ccccc2)CC1,?

# Screening results as filed in PubChem BioAssay.
